HePTP inhibitor: inhibitors of human HePTP phosphatase, primary screen, biochemical, absorbance, leukemia target. hit rate 0.64% among 110,000. recombinant HePTP phosphatase activity, OD absorbance. inhibition, % at 20 µM. Tyrosine-protein phosphatase non-receptor type 7 (Homo sapiens), P35236. AID 521, 2006; in the data active = inhibition above about 50%;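 also: plate controls were vehicle for no effect and reference inhibitor for full effect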
BAP1 inh: inhibitors of BAP1 deubiquitinase, primary screen, biochemical, Ub-AMC fluorescence, kinetic; recombinant BAP1, Ub-AMC hydrolysis fluorescence kinetic; stronger effect = lower value; activity remaining (% of control), % at 20 µM; Ubiquitin carboxyl-terminal hydrolase BAP1 (Homo sapiens), Q92560; hit rate 0.48% among 72,000;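 active = activity remaining at or below 50% of control, provided the compound also passes the data quality filters; inactive = the rest, including low values that fail the filters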;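 also: 100% = DMSO wells rate and 0% = substrate alone blank rate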
Target sequence (Q92560 whole entry, looked up): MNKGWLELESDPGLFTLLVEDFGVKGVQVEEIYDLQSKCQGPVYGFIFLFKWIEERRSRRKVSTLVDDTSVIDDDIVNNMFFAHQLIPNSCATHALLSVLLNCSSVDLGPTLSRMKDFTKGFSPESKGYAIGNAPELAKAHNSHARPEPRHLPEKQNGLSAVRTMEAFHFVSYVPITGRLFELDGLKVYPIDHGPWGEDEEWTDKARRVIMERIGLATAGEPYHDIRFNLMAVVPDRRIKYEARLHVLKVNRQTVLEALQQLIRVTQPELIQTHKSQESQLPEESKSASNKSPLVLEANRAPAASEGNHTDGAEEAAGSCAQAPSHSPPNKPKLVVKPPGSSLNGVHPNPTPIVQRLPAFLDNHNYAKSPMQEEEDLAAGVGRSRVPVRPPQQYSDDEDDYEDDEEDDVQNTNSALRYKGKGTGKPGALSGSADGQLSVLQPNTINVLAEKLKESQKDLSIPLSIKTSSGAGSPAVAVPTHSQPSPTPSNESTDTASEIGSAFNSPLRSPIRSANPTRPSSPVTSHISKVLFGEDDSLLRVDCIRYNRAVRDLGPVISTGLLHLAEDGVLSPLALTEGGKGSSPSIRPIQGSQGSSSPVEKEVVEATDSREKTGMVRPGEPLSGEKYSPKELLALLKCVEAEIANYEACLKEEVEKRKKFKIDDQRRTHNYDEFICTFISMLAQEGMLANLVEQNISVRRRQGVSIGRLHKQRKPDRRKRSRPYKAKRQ
Active calls of the source: *; i = inactive; . = not tested or not shown; & = joins results of further samples. This is a random part of the collection. About 0.95% of those tested had a hit in this group.

mol	HePTP inhibitor	BAP1 inh
Cc1occc1C(=O)Nc1nc(-c2ccccc2)c(C)s1	-11	.
Cc1ccc(-c2ccc(/C=C3/SC(=O)NC3=O)o2)c(Br)c1	0	.
CCCCC(c1nnnn1C1CCCC1)N1CCN(C2CCCCC2)CC1 (stereo not drawn)	8	113
COc1cc(C2NC(=O)N(C)C(C)=C2C(=O)OCCc2ccccc2)cc(Br)c1O (stereo not drawn)	.	80
CC(=O)Nc1ccccc1C(=O)N1CCc2ccccc2C1	-6	.
CCOC(=O)Nc1ccccc1C(=O)N1CCOCC1	3	101
Cc1ccc(NC(=O)CC(C)C)cc1Cl	13	.
C=CC[n+]1c(-c2ccc(OC)cc2)csc1Nc1cccc(C)c1C	-3	.
Cc1cc(C)cc(N(CC(=O)N2CCC(C)CC2)S(C)(=O)=O)c1	-3	96
Clc1ccc(-c2noc(-c3ccc(-c4ccccc4)cc3)n2)cc1	2	.
Cc1ccc(S(=O)(=O)CCc2nc3ccccc3[nH]2)cc1	2	.
COc1ccc(N(CC(=O)NC(C)(C)C)C(=O)c2ccco2)cc1	-7	100

Molecules from the list above that contain an aryl methoxy group, in the order listed:
mol	HePTP inhibitor	BAP1 inh
COc1cc(C2NC(=O)N(C)C(C)=C2C(=O)OCCc2ccccc2)cc(Br)c1O (stereo not drawn)	.	80
C=CC[n+]1c(-c2ccc(OC)cc2)csc1Nc1cccc(C)c1C	-3	.
COc1ccc(N(CC(=O)NC(C)(C)C)C(=O)c2ccco2)cc1	-7	100

Additional structures follow:
mol	HePTP inhibitor	BAP1 inh
COc1ccc(-n2c3c(cc(C(=O)N4CCCCC4)c2=O)C(=O)CC(C)(C)C3)cc1	5	81
CC(C)NC(=O)N1CCOCCOCCN(C(=O)NC(C)C)CCOCCOCC1	3	67
O=C(O)CCCCCN=C1CCCc2ccccc2N1	-6	.
Cc1ccc(SCCNS(=O)(=O)c2ccc(C)cc2)cc1	7	.
Cc1noc(/C=C/N(C)C)c1S(=O)(=O)N1CCCC(C(=O)NC2CCCCC2)C1 (stereo not drawn)	12	72
Cc1cc(S(=O)(=O)N(Cc2ccccc2)Cc2ccc(N(C)C)cc2)ccc1-n1cnnn1	19	.
COC(=O)CN(c1nc(C)cc(OC)n1)S(=O)(=O)c1ccccc1	-4	79&64
COc1ccc(N=Cc2c(O)[nH]c3ccccc23)cc1OC	9	69
CCOP(=O)(c1c(F)c(F)c(F)c(F)c1F)C1(O)CCCCC1 (stereo not drawn)	3	94
Cc1ccc2nc(C)c3c(c2c1)OC(C)C3 (stereo not drawn)	-7	.
CCOC(=O)NCCc1ccc(OC)cc1	-9	103
CCOC(=O)c1oc2ccccc2c1NC(=O)Cc1cccs1	9	102

Sorted by length of the SMILES (ascending): three of the compounds above
mol	HePTP inhibitor	BAP1 inh
COC(=O)CN(c1nc(C)cc(OC)n1)S(=O)(=O)c1ccccc1	-4	79&64
CC(C)NC(=O)N1CCOCCOCCN(C(=O)NC(C)C)CCOCCOCC1	3	67
COc1ccc(-n2c3c(cc(C(=O)N4CCCCC4)c2=O)C(=O)CC(C)(C)C3)cc1	5	81

(listing goes on)
mol	HePTP inhibitor	BAP1 inh
NC(=O)c1c(NC(=O)c2cccc(Oc3ccccc3)c2)sc2c1CCCC2	-3	.
COc1cc(-c2nnc(COc3ccc4ccccc4c3)o2)cc(OC)c1OC	-2	75
C=CCN1C(=O)/C(=C\c2cc(Cl)cc(Br)c2O)SC1=S	14	.
CCOC(=O)c1ccccc1NC(=O)COc1ccc(C)c(C)c1	3	.
Cc1ccc(NC(=O)CC2Oc3ccc(C)cc3NC2=O)cc1 (stereo not drawn)	10	100
c1ccc(-c2noc(CN3CCN(C(c4ccccc4)c4ccccc4)CC3)n2)cc1	6	55
O=C(c1ccc2c(c1)N(Cc1ccc(F)cc1)C(=O)CS2)N1CCOCC1	5	102
Nc1c(N2CCOCC2)cc(Cl)c2nonc12	5	86
CCOc1ccc(/C=N\NC(=O)c2ccc(Br)cc2)c(O)c1	102*	.
CCC(C)Cn1c(C)nc2ccccc21 (stereo not drawn)	4	101
COc1ccc(N=c2ssc3c2-c2cc(C)c(C)cc2NC3(C)C)cc1	8	.
Cc1nc2ccccc2c(=O)n1CCCO	-2	.
O=C(Nc1ccc(Cl)c(C(F)(F)F)c1)c1cccc(I)c1	6	.
Cc1cc(C)cc(NC(=O)C2CCCN(S(=O)(=O)c3cnc[nH]3)C2)c1 (stereo not drawn)	9	135
CCOC(=O)N1CCC(NC(=O)CS(=O)(=O)Cc2nc(-c3ccccc3C)oc2C)CC1	9	88
CCOC(=O)C1C(=O)Oc2ccc3ccccc3c2C1C1CCOC1=O (stereo not drawn)	-8	98
COc1cccc(C(=O)Nc2nnc(-c3ccc([N+](=O)[O-])cc3)s2)c1	-1	.
CCOc1ccc2nc(SC3CC(=O)N(c4ccccc4C)C3=O)sc2c1 (stereo not drawn)	-7	.
CC(C)N(Cc1nc2ccccc2[nH]1)C(C)C	2	87
O=C(NCc1cccnc1)C1CCN(S(=O)(=O)N2CCOCC2)CC1	-7	103
c1ccc2c(c1)OCC(c1csc3ncnc(N4CCOCC4)c13)O2 (stereo not drawn)	.	90
Cn1nnnc1SCCNC/C=C/c1ccccc1	-2	104
O=S(=O)(Nc1cccnc1)c1ccc2c(c1)OCCO2	-4	109
CCOC(=O)c1[nH]c(=O)[nH]c1CSc1ccccn1	6	110
CCc1cccc(NC(=O)Cn2ncn3c(cc4ccccc43)c2=O)c1	23	94
COc1ccc(-c2nnc(SCC(=O)c3cccs3)o2)cc1	3	.
CC1CN(C(=O)C2CCCN2S(=O)(=O)c2ccc(Cl)cc2)CC(C)O1 (stereo not drawn)	6	99
Cc1ccc(S(=O)(=O)n2nc(-c3cccnc3)nc2N)cc1	2	64
O=C(O)c1ccccc1-c1nc2ccccc2c(=O)[nH]1	8	120
c1coc(-c2nnc(-c3ccc4c(c3)OCO4)o2)c1	0	94
O=P(CO)(c1ccccc1)c1ccccc1	4	.
Cn1c(=O)[nH]c(=O)c2c1nc(CN1CCOCC1)n2CCc1ccccc1	.	92
C=CCOCC(O)CS(=O)Cc1ccccc1 (stereo not drawn)	-6	.
COC(=O)c1ccccc1NC(=O)C1CCN(S(=O)(=O)c2cc(OC)ccc2OC)CC1	1	94
C=CCNC(=O)Nc1ccc2nccnc2c1	1	.
CN(C)c1ccc(C2/C(=C(\O)c3ccccc3)C(=O)C(=O)N2c2cccnc2)cc1 (stereo not drawn)	12	.
OCc1nnn(-c2cccc(C(F)(F)F)c2)c1CO	0	104
C/C(=N\Nc1cc(-c2ccccc2)nc(C)n1)c1ccccc1	4	.
COc1ccc(N(CC(=O)N2CCOCC2)S(C)(=O)=O)cc1Cl	8	.
O=[N+]([O-])c1cccc(-n2cccc2/C=N/Nc2nc(N3CCOCC3)nc(N3CCOCC3)n2)c1	4	.
Cc1cc(C)n(-c2nc3nonc3nc2Nc2cccc(C(F)(F)F)c2)n1	-1	.
O=C(c1ccc(COc2ccc(Cl)cc2)o1)N1CCN(Cc2ccc3c(c2)OCO3)CC1	14	87
Cc1cc(C)n(-c2cccc3cccnc23)n1	-2	107
C=CCn1c(NC(=O)c2ccccc2)c(C#N)c2nc3ccccc3nc21	10	134
CCOC(=O)N=Nc1c(O)[nH]c2ccc(OC)cc12	9	.
Cc1cccc(N2C(=O)N(c3ccccc3C)C3CS(=O)(=O)CC32)c1 (stereo not drawn)	9	78
CCOC(=O)CCc1c(C)nc2c(C)c(-c3ccc(C)cc3)[nH]n2c1=O	4	.
CC(=O)c1c(C)nc(-c2ccc(Cl)cc2)nc1N=CN(C)C	3	98

Looked up by structure from above, two records:
mol	HePTP inhibitor	BAP1 inh
O=[N+]([O-])c1cccc(-n2cccc2/C=N/Nc2nc(N3CCOCC3)nc(N3CCOCC3)n2)c1	4	.
CCOC(=O)CCc1c(C)nc2c(C)c(-c3ccc(C)cc3)[nH]n2c1=O	4	.

Continued.
mol	HePTP inhibitor	BAP1 inh
CC(=O)/C(=C(/C)O)c1cc(C(C)(C)C)c(O)c(O)c1C(C)(C)C	1	.
CC1(C)CC2(CCCN3C(=O)CSC32)CCS1 (stereo not drawn)	-2	96
Cn1c(C(=O)NCCN2CCN(Cc3ccccc3)CC2)cc2c(=O)n(C)c3ccccc3c21	10	101
CC(C)CNC1=CC(=O)CC(c2ccco2)C1 (stereo not drawn)	10	85
COC(=O)c1ccc(/C=C2/C=C(c3ccc(Br)cc3)OC2=O)cc1	-1	.
CCN(CC)c1ccc(NC(=O)Cn2nnc(-c3cccc(OC)c3OC)n2)c(C)c1	9	123
CNC(=O)c1ccccc1NC(=O)c1ccc(C)c(S(=O)(=O)N2CCCCC2)c1	-2	108
CCOc1ccc(N(CC(=O)Nc2ccccc2C(=O)OC)S(=O)(=O)c2ccc(SC)cc2)cc1	8	.
O=C1C(=O)N(CC2CCCO2)C(c2ccc(F)cc2)/C1=C(/O)c1ccccc1 (stereo not drawn)	-6	.
CCCC(C)NS(=O)(=O)c1ccc(Cl)cc1 (stereo not drawn)	2	.
O=C(Nc1cccc2c1C(=O)c1ccccc1C2=O)c1ccc(S(=O)(=O)N2CCOCC2)cc1	4	.
O=C(CN1CCN(Cc2ccc(F)cc2Cl)C1=O)NCCCN1CCOCC1	6	97

Nothing new here: an excerpt of the list.
mol	HePTP inhibitor	BAP1 inh
O=C(Nc1cccc2c1C(=O)c1ccccc1C2=O)c1ccc(S(=O)(=O)N2CCOCC2)cc1	4	.
O=C(CN1CCN(Cc2ccc(F)cc2Cl)C1=O)NCCCN1CCOCC1	6	97

(continued)
mol	HePTP inhibitor	BAP1 inh
CC1=C(C(=O)Nc2ccccc2C)C(c2cccnc2)n2nc(CCCO)nc2N1 (stereo not drawn)	0	117
COC(=N)/C(C#N)=C/c1c(O)n(-c2c(Cl)cccc2Cl)c2ccccc12	-3	.
COc1cc2ccccc2cc1C(=O)Nc1ccc(S(=O)(=O)Nc2nccs2)cc1	-4	.
O=c1oc2c(CN3CCOCC3)c(O)ccc2c2c1CCC2	-2	i
COc1ccc(NC(=O)C2CC(=O)N(C(C)C)C2)cc1 (stereo not drawn)	9	103
CCOc1ccccc1N1CCN(S(=O)(=O)c2ccc(Cl)s2)CC1	12	67
CCCCOCC1CN(c2ccccc2)C(=O)CS1 (stereo not drawn)	10	.
Cn1c(=N)n(CC(=O)c2cc(C(C)(C)C)c(O)c(C(C)(C)C)c2)c2ccccc21	4	.
COc1ccc(C(C)NC(=O)c2ccc(C(C)(C)C)cc2)cc1 (stereo not drawn)	-12	.
CC(=O)Oc1ccc(N2C(=O)C3C(C2=O)C2(C)C=CC3(C)O2)cc1 (stereo not drawn)	-5	91
O=C(CSc1nnc(-c2ccc(Br)cc2)o1)N1CCN(C(=O)c2ccco2)CC1	5	104
Cc1cc(N2CCN(C(c3ccccc3)c3ccc(Cl)cc3)CC2)n2ncnc2n1 (stereo not drawn)	-4	75
CCN1C(=O)C2C3c4ccccc4C(C(=O)O)(c4ccccc43)C2C1=O (stereo not drawn)	.	167
CCCCN(C)CCNC(=O)c1ccc2c(c1)NC(=O)C(N1CCCCC1)S2 (stereo not drawn)	6	100
COc1ccc(CCNC(=O)CN2C(=O)C3(OCCCO3)c3ccccc32)cc1OC	1	96
CCN1/C(=C2/OC(=S)N(C)C2=O)C=Cc2cc(C)ccc21	8	.
C=CCNC(=O)c1nn2cccnc2c1Cl	5	141
COc1ccc(N(CC(=O)NC(C)c2ccccc2)S(=O)(=O)c2ccc(OC)c(OC)c2)cc1 (stereo not drawn)	-6	.
CCOC(=O)c1c(NC(=O)c2sc3cc(C)ccc3c2Cl)sc(C(N)=O)c1C	5	.
CCOc1ccccc1CNC(=O)C1CCN(C(=O)c2sccc2-n2cccc2)CC1	-8	98
CCOC(=O)N1CCN(Cc2nc(-c3ccccc3)no2)CC1	1	102
CCSc1sc(CC)cc1CN1C(=O)c2ccccc2C1=O	1	.
COc1cccc(C(=O)N(Cc2nc(-c3cccc(C)c3)no2)C(C)C)c1OC	-1	120
COc1cccc(N(CC(=O)N2CCN(C)CC2)S(=O)(=O)c2ccc(C)cc2)c1	6	99
O=C(Cn1c(NCCO)nc2ccccc21)c1ccc(Cl)cc1	5	94
COc1ccc(-c2nnc(SCc3csc(N)n3)n2C)cc1	10	79
Cc1nc(NC(=O)c2csc3ccccc23)sc1C	5	94
O=C(NC(=S)Nc1cccnc1)c1ccc(Cl)cc1	6	.
COc1ccc(N(Cc2cc(=O)[nH]c3ccccc23)C(=O)c2ccco2)cc1	4	102
CCCn1nnc(NC(=O)Cc2ccc(Cl)cc2)n1	.	115
Cc1cccc(CC2S/C(=N/N=C/c3cccc([N+](=O)[O-])c3)N(c3ccccc3)C2=O)c1 (stereo not drawn)	2	.
Cc1occc1C(=O)NCc1ccc2c(c1)OCO2	2	.
CCNC(=O)CC1C(=O)N(c2ccc(C)cc2)C(=O)N1Cc1ccccn1 (stereo not drawn)	-2	59
CCOc1ccccc1NC(=O)COc1ccc(Br)c(C)c1	-8	.
